KCNQ2 inh = KCNQ2 potassium channel inhibitors, primary screen, cell-based, CHO-K1, FluxOR thallium flux, B-score (AID 2156); O88943; 20 min; stronger effect = lower value; B-score at 10 µM; 310,000 compounds, 1.1% hits;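 active = fluorescence ratio B-score at most minus 3 library SDs, with starting brightness B-score within 2 library SDs, cut at about -5.5 in these data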
STK33 kinase inh = inhibitors of human STK33 kinase | inhibition, % at 10 µM | AID 2661 | Q9BYT3 | 320,000 compounds, 0.073% hits | purified STK33, MBP phosphorylation, ADP-Glo luminescence;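 active = inhibition at or above 25%, using the most active replicate where run in duplicate; inactive = inhibition below 25%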
Target sequence (Q9BYT3 whole entry, looked up): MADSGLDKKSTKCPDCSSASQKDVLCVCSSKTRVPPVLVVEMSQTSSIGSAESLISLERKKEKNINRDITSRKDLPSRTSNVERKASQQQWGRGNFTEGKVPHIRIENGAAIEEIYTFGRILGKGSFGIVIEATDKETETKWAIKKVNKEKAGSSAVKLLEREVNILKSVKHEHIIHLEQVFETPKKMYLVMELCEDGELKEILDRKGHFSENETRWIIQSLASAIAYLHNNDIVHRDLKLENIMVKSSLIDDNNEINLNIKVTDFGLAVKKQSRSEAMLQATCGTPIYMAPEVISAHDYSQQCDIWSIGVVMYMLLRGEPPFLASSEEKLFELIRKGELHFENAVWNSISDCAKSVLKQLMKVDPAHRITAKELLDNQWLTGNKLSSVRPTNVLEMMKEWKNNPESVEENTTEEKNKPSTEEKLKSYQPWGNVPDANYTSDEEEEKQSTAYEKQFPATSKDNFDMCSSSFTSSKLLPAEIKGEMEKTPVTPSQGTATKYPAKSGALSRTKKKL
OX1R FRET antag = OX1R (human) antagonism; O43613; OX1R-expressing cells, FRET antagonist read-out; inhibition, % at 6.6 µM; 330,000 compounds, 1.8% hits; AID 485270; in the data active = inhibition mostly above about 38%, no sharp cut-off; inactive = mostly below about 40%;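 note: 0% = agonist challenge alone and 100% = reference antagonist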
Target sequence (O43613 whole entry, looked up): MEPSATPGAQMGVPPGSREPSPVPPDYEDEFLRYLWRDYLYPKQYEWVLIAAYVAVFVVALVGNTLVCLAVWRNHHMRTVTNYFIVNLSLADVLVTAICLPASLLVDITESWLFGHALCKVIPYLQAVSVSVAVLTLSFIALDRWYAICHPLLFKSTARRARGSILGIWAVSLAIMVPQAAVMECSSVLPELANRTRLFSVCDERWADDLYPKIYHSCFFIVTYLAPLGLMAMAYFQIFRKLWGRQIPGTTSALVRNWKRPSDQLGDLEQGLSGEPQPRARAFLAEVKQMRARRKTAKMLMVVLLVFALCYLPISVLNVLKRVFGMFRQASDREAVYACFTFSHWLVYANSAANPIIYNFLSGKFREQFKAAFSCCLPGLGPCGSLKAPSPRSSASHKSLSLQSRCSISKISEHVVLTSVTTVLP
* = called active by the depositor; i = inactive; x = not tested or not shown.

SMILES	KCNQ2 inh	STK33 kinase inh	OX1R FRET antag
O=C(NCC1CCCO1)c1cccc(Oc2ccc([N+](=O)[O-])cc2Cl)c1 (stereo not given)	i	-0.9	9
Cc1ccc(S(=O)(=O)N2CCN(Cc3ccco3)CC2)cc1C	i	-2.1	6
O=C(CN(Cc1ccco1)C(=O)CCC(=O)Nc1ccccn1)NCCc1ccccc1	i	0.6	5
Cc1ccsc1C1C(C#N)=C(N)OC2=C1C(=O)CCC2 (stereo not given)	i	-0.5	9
CC(=O)c1cc(C#N)c(Oc2ccc(Cl)cc2Cl)nc1C	i	0.4	26
COc1ccc(NC(=O)c2cc(S(=O)(=O)N3CCCC3)oc2C)cc1	i	0.5	9
COc1ccccc1C(=O)NCCn1cc(SCC(=O)Nc2nnc(C)s2)c2ccccc21	i	-5.5	26
O=C1C2C(c3ccccc3)C=CC(c3ccccc3)C2C(=O)N1c1ccccn1 (stereo not given)	i	-1.6	19
CC(=O)Oc1ccc2c3c(c(=O)oc2c1C)CCCC3	i	-1.4	10
COc1ccc(CCN2C(=O)C3C4C=CC(C4)C3C2=O)cc1OC (stereo not given)	i	-2.3	6

Record cards (already shown). Screens in order: KCNQ2 inh | STK33 kinase inh | OX1R FRET antag
CC(=O)c1cc(C#N)c(Oc2ccc(Cl)cc2Cl)nc1C as listed: i | 0.4 | 26
O=C1C2C(c3ccccc3)C=CC(c3ccccc3)C2C(=O)N1c1ccccn1 (stereo not given) as listed: i | -1.6 | 19

(list continues)
SMILES	KCNQ2 inh	STK33 kinase inh	OX1R FRET antag
COc1ccc(NC(=O)C2CCCCC2)cc1S(=O)(=O)N1CCOCC1	x	-0.6	10
O=C1CC(c2ccc(Cl)cc2)CC(O)=C1C=NCc1ccc(Cl)c(Cl)c1 (stereo not given)	i	-1.7	-2
CCCCCCC(C)OC(=O)Nc1cccc2ccccc12 (stereo not given)	i	-0.3	5
C/C(CC(=O)NC1CCCCC1)=N\NC(=O)c1ccccn1	i	-0.4	13
COc1cc(C(=O)NC(C)c2cnn(-c3ccccc3C)c2C)cc(OC)c1OC (stereo not given)	i	0.6	6
O=C(Nc1ccc(F)c(F)c1)c1ccc2c(c1)OCO2	i	-3.6	6
COc1cc(C2C(N3C(=O)c4ccccc4C3=O)C(=O)N2c2ccc(C)c(C)c2)cc(OC)c1OC (stereo not given)	i	-1.5	20
COC(=O)CSc1nnc(CNc2nc(-c3ccccc3)cs2)n1C	i	-3.7	20
COc1ccc(C2/C(=C(/O)c3ccc(F)cc3)C(=O)C(=O)N2CCCN2CCOCC2)cc1OC (stereo not given)	i	0.5	18
O=C(CCS(=O)(=O)c1ccc(F)cc1)Nc1nnc(-c2cccs2)o1	i	x	15
O=C(c1ccncc1)N1CCN(S(=O)(=O)c2cccc(C(F)(F)F)c2)CC1	x	-0.6	-3
NC(=O)C1(N2CCCCC2)CCN(S(=O)(=O)c2ccccc2)CC1	i	-0.5	7
O=C(N/N=C/c1cccc2ccccc12)C(=O)N1CCCC1	i	-1.1	5
COc1ccc2[nH]c(C(=O)O)c(NC(=O)c3ccccc3[N+](=O)[O-])c2c1	i	0.9	7
COc1ccc(CCNC(=O)C(=O)NCc2cccs2)cc1OC	i	0.0	18
CC(C)n1cc(NC(=O)COc2ccccc2Cl)cn1	i	-0.8	18
CCOC(=O)Cn1cnc2c(nnn2-c2cccc(OC)c2)c1=O	i	-0.5	1
CC1(C)C2CCC(C2)C1(C)NC(=O)CNCC1CCCCC1 (stereo not given)	i	-1.0	16
CC(C)c1cc(-c2cc(C(=O)NCc3ccccc3)on2)nc(NCC2CC2)n1	i	5.9	1
COc1ccccc1N(CC(=O)NC1CCCCC1C)S(=O)(=O)c1cccs1 (stereo not given)	x	-0.3	22

Sorted by the number under STK33 kinase inh (ascending): three of the compounds above
| structure | KCNQ2 inh | STK33 kinase inh | OX1R FRET antag |
| --- | --- | --- | --- |
| CC1(C)C2CCC(C2)C1(C)NC(=O)CNCC1CCCCC1 (stereo not given) | i | -1.0 | 16 |
| COc1ccc(CCNC(=O)C(=O)NCc2cccs2)cc1OC | i | 0.0 | 18 |
| CC(C)c1cc(-c2cc(C(=O)NCc3ccccc3)on2)nc(NCC2CC2)n1 | i | 5.9 | 1 |

Continued.
SMILES	KCNQ2 inh	STK33 kinase inh	OX1R FRET antag
COc1cccc(OCc2cc(C(=O)N3CCN(C4CCCCC4)C(=O)C3)no2)c1	i	-1.1	10
O=C(NC1CCCCC1)C(c1ccc(F)cc1)N(Cc1ccco1)C(=O)c1csnn1 (stereo not given)	i	-0.9	16
COc1ccc(C)cc1NC(=O)CSc1nnc2ccc(-c3ccccn3)nn12	i	-0.9	7
Cc1sc(N)nc1-c1ccc2c(c1)OCCO2	i	-1.6	6
C=CCOC(=O)c1c(C)nc2cc3c(cc2c1C)OCO3	i	-1.2	25
COC(=O)C1CSC(C(=O)OC)N1C(=O)Nc1ccc(Cl)cc1 (stereo not given)	i	-1.0	-6
O=C(c1ccc(O)cc1)c1ccc(C(=O)c2ccc(O)cc2)cc1	i	-1.9	24
O=C(CNC(=O)c1ccc(Cl)cc1Cl)OCC(=O)N1CCN(c2ccccc2)CC1	i	-1.5	x
CCC(=O)Nc1ccc(C(=O)NCCCn2ccnc2)cc1	i	-0.3	8
Cc1nc2ccc(-c3nc4ccccc4o3)cc2[nH]1	i	-4.5	105*
Cc1cc(C(=O)Nc2ccncc2)c2ccccc2n1	i	-1.8	7
Cc1cc(NC(=O)CS(=O)(=O)c2c[nH]c3ccccc23)no1	i	-0.9	2
CN(C)c1ccc(CN(C(=O)c2ccc(Cl)c([N+](=O)[O-])c2)C2CCS(=O)(=O)C2)cc1 (stereo not given)	i	1.5	37
C=CCOc1ccccc1CN1CCN(CCc2ccccc2)C(CCO)C1 (stereo not given)	i	0.0	9
COc1ccccc1CNc1nc(S(=O)(=O)c2ccccc2)c(Cl)s1	i	x	19
COC(=O)CSc1nnc(-c2cnccn2)n1C	i	-3.3	15
O=C(CN1N=C(C(F)(F)F)CC1(O)c1ccc([N+](=O)[O-])cc1)c1ccccc1 (stereo not given)	i	-1.0	7
COc1ccc(CNC(=O)CN(CC2CCCO2)C(=O)CNS(=O)(=O)c2ccccc2)cc1 (stereo not given)	i	-1.2	8
COc1ccccc1CC(=O)N1CCN(c2ccccn2)CC1	i	-0.4	8
CC[N+](C)(CC)CCC/C(=N/O)C(O)(c1ccccc1)c1ccccc1	i	-0.5	5
O=C(COc1ncnc2scc(-c3ccc(F)cc3)c12)NCc1ccco1	i	1.4	35
CCN(CC)Cc1cc2ccccc2c2c1COC2	i	-0.5	7
COC(=O)/C(=C/Nc1ccc(O)cc1)[N+](=O)[O-]	i	-1.0	15
COc1cccc(NC(=O)N2CCCC(C(=O)NCc3ccc(F)cc3)C2)c1 (stereo not given)	i	-0.5	8
Cc1nnc(SCCn2c(N3CCCC(C)C3)nc3c2c(=O)n(C)c(=O)n3C)s1 (stereo not given)	i	0.0	0
C/C(Cc1ccccc1)=N\NC(=O)CNC(=O)c1ccccc1	i	x	6
CC(=O)Nc1ccc(S(=O)(=O)NNC(=O)COc2ccc(C)cc2)cc1	i	-0.7	6
O=C(O)c1nnn(-c2cc(C(F)(F)F)cc(C(F)(F)F)c2)c1-c1ccccc1	i	12	-3
CN1CCN(CC(=O)Nc2ccc(OCc3ccccc3)cc2)CC1	i	3.9	24
O=C(Nc1ccc(Cl)cc1)OCc1cn(-c2ccccc2)nn1	i	-0.5	20
O=C(c1ccco1)N1CCN(C(=O)N2CCCC2)CC1	i	-0.7	3
COc1ccc(N(CC(=O)Nc2ccc3c(c2)OCO3)S(=O)(=O)c2ccc(F)cc2)cc1	i	-1.5	12
CCOc1ccc(C(CCc2ccccc2)NC(=O)c2ccc(OC)c(OC)c2)cc1OCC (stereo not given)	i	-0.4	3
CS/C(N)=N/N=C/c1cc(Br)cc(Br)c1O	i	-0.3	34
C=CCOc1ccc(C2C(C(=O)c3ccco3)=C(O)C(=O)N2c2nnc(C)s2)cc1 (stereo not given)	i	-3.0	18
O=C(Cc1ccc(F)cc1)OCN1C(=O)c2ccccc2C1=O	i	-0.3	14
Cc1ccc(NC(=O)CN(C)C(=O)COC(=O)CNS(=O)(=O)c2ccc(Br)cc2Cl)cc1	i	-1.1	21
CCN(CC(=O)Nc1ccc(N2CCOCC2)cc1)CC(=O)NC(C)(C)C	i	-0.6	6
COc1ccccc1OCCC(=O)OCC(=O)c1c(N)n(C)c(=O)n(C)c1=O	i	0.2	17
O=C(CN1CCCCC1)Nc1cccc([N+](=O)[O-])c1	i	-1.4	35
COc1ccc(C(=NNc2ccccc2C(=O)O)c2ccc(OC)cc2)cc1	i	-0.9	13
COc1ccc(OC)c(NC(=O)NNC(=O)COc2ccc(-c3ccccc3)cc2)c1	i	0.4	20
CCc1cc(C(=O)Nc2nnc(C3CC3)s2)sc1C	x	-0.1	25
O=C(Nc1ccccc1)N1CCN(C(=O)Nc2ccccc2)CC1	i	-2.4	8
CCOc1ccc(CCNC(=O)Cn2ncn3nc(-c4ccc(OC)cc4)cc3c2=O)cc1OCC	i	-0.2	13
CN(C)c1ccc(C=NCCC2(c3ccccc3)CCOC(C)(C)C2)cc1 (stereo not given)	i	x	10
CC1S/C(=N\N=C\c2cccc([N+](=O)[O-])c2)N(C(C)(C)C)C1=O (stereo not given)	i	-1.4	9
Cc1ccc(S(=O)(=O)NC(CC(=O)NC2CCCC2)c2ccco2)cc1 (stereo not given)	i	3.1	16
COc1ccc(C(=O)NC2CCN(C(=S)Nc3cc(C)cc(C)c3)CC2)cc1	i	-0.9	11
COc1cccc(C(=O)Oc2cc(-c3ccccc3)no2)c1	i	-0.8	23

Next section.
SMILES	KCNQ2 inh	STK33 kinase inh	OX1R FRET antag
Cc1[nH]c(=O)[nH]c(=O)c1S(=O)(=O)N1CCCC(C(=O)NCCc2ccc(Cl)cc2)C1 (stereo not given)	i	0.0	25
CC(C)=C1C2CCC1C1C(=O)N(NC(=O)COc3ccc(Cl)c(C)c3)C(=O)C21 (stereo not given)	i	-0.6	38
CCCN(CC(=O)Nc1ccccc1OC)C(=O)c1ccc(=O)[nH]c1	i	3.5	16
CCC(C)[C@H](NC(=O)OC(C)(C)C)C(=O)NCC1CCC(C(=O)N[C@@H](Cc2ccccc2)C(=O)O)CC1 (stereo not given in full)	i	0.6	-4
O=c1/c(=C/c2ccccc2)sc2nnc(-c3cccs3)n12	i	-1.4	13
c1ccc2oc(SCc3cn4ccsc4n3)nc2c1	i	0.1	17
Cc1cccc(N(CC(=O)Nc2ccc(-c3nc4ccc(C)cc4s3)cc2)S(C)(=O)=O)c1	i	-0.1	15
CC(CCc1ccccc1)NC(=O)COc1cc(F)ccc1[N+](=O)[O-] (stereo not given)	i	-1.9	25
C=CCn1c(N)c(C(=O)NCC2CCCO2)sc1=S (stereo not given)	i	-1.1	37
COc1ccc(NC(=O)CSc2sc3c(O)cc(=O)[nH]c3c2C#N)c(OC)c1	i	1.2	18
Cc1ccc(C)c(C(=O)Cn2ncc(Cl)c(Cl)c2=O)c1	i	-0.5	33
COc1ccccc1CCn1cnc2c3cc(C)ccc3n(C)c2c1=O	-7.4*	0.7	18
CCN(CC)S(=O)(=O)c1ccc(N2CCCCC2)c(NC(=O)c2ccncc2)c1	i	-1.8	27
CCCC(=O)NCCCc1nc2ccccc2n1CC	i	-0.4	13
Cc1nn(CC#N)c(=O)n1-c1ccc(C(C)C)cc1	i	-2.3	7
CCOC(=O)[C@H]1[C@H]2COc3ccc(C)cc3[C@@H]2N2C(=O)[C@@H](CO)NC(=O)[C@@]12C	x	-1.5	-1
CCOC(=O)N1CCC(NS(=O)(=O)c2ccc(C#N)cc2)CC1	i	-0.2	4
S=C(NCc1ccc(Cl)cc1)NC1CCCCC1	i	-1.2	9
Oc1ccc(-c2nncn2-c2ccccc2)cc1	i	1.7	21
Cc1ccc(-c2nnn(CC(=O)Nc3cccc4c3CCCC4)n2)o1	i	-1.2	11
COc1ccc(C)cc1N(CC(=O)NC1CCCC1)C(=O)CCC(=O)Nc1nc(C)cs1	i	-0.2	35
Cn1ccsc1=NC(=O)c1ccc(OC(F)(F)F)cc1	i	-3.2	9
CCc1ccc(NC(=O)NCCN2CCN(c3ccc(OC)cc3)CC2)cc1	i	-0.1	-6
COc1ccc(C(=O)NNC(=S)NC(=O)c2ccc(Cl)cc2)cc1	i	-1.2	-1
CC(CCC(=O)Nc1nncs1)C(=O)O (stereo not given)	i	-0.4	8
CN(C)c1nc(-c2ccccc2)nnc1C(F)(F)F	i	-0.8	14
O=C(CCN1C(=O)C2C3CCC(C3)C2C1=O)Nc1ccc(Br)cc1 (stereo not given)	i	-2.8	10
CN(CC(=O)Nc1ccc(Cl)c(Cl)c1)C(=O)CNC(=O)Cc1ccccc1	x	-0.7	1
Cc1nnc(SC(C)C(=O)N(C)C2CCCCC2)n1N (stereo not given)	x	-0.9	11
Cc1cccc(C(=O)NCCC(=O)N2CCc3ccccc3C2)c1	x	-0.6	0
CCc1c(C)nc2ncnn2c1N1CCC(C(=O)Nc2cccc(C(C)=O)c2)CC1	i	-0.7	6

Compound activity deposited in PubChem BioAssay by several laboratories.
